# thrombin 1536 = human alpha-thrombin inhibitors, primary screen, counter-screen for coagulation protease inhibitor project, biochemical, 1536-well, fluorogenic AMC substrate. inhibition, % at 5 µM. 220,000 compounds, 0.26% hits. Boc-VPR-AMC fluorogenic substrate cleavage. Prothrombin (Homo sapiens), P00734. AID 1046, 2008;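 active = inhibition at or above 40%; inactive = inhibition below 40%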;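 note: 0% = enzyme with no compound and 100% = wells without enzyme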
#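 Material: Human alpha-thrombin protein | Buffer or medium: pH 7.5 Tris-saline with Tween 20 | Reagent: Boc-VPR-AMC substrate, 15 µM final | Schedule: Reaction at ambient temperature | Detection: AMC fluorescence at 355 nm excitation and 460 nm emission | Evaluation: Percent inhibition scaled between no-compound controls and no-enzyme blanks | Controls: no-compound enzyme wells and no-enzyme blanks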
# L929 necroptosis = inhibitors of zVAD-triggered necroptosis, primary screen, L929 cells; L929 zVAD necroptosis rescue, ATP luminescence, 24 h; with zVAD 60 µM; viability rescue, % at 10 µM; 220,000 compounds, 0.38% hits; AID 1377, 2008;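 active = activation, scaled between plate controls, above about 75%, limit read from the data; inactive = activation under that limit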;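 note: 0% = zVAD with DMSO and 100% = DMSO alone without zVAD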
# Cl transport mod = KCC2 cotransporter modulators, thallium flux, primary screen, cell-based, HEK293 KCC2, FluoZin-2 fluorescence, MLSMR; KCC2 cells, thallium flux FluoZin-2 fluorescence; B-score of Tl+ flux slope (higher = more flux/activation; lower = inhibition) at 10 µM; 190,000 compounds, 2.2% hits; AID 1456, 2008;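 active = thallium flux slope and its plate-corrected score both differing from the plate sample mean at a set confidence after two filtering rounds, in either direction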;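 note: slope of fluorescence scaled to starting intensity during 10 to 20 s after thallium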
# TNF death inh = inhibitors of TNF-alpha triggered necroptosis, primary screen, cell-based, Jurkat FADD-/-, single concentration; Jurkat FADD-/- TNF necroptosis rescue, ATP luminescence, 24 h; 0 = TNF only, 100 = no-TNF cells; activation (protection from cell death), % at 10 µM; 220,000 compounds, 0.068% hits; AID 463075, 2010;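 active = activation, meaning protection from cell death, of at least 50% relative to plate controls; inactive = activation below 50%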;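 note: necroptosis triggered by 40 ng/mL TNF-alpha added together with compound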
# Rad51 HR inh = human RAD51 strand exchange inhibitors, primary screen, biochemical, fluorescence. DNA repair protein RAD51 homolog 1 (Homo sapiens), Q06609. hRad51 DNA strand exchange, fluorescence dequenching. inhibition, % at 10 µM. 200,000 compounds, 0.085% hits. AID 1385, 2008;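 active = inhibition above 40% at the single screening dose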;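 note: 0% = DMSO control wells and 100% = blanks with heterologous ssDNA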
#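 Assay system: Human Rad51 nucleoprotein filaments preassembled on unlabelled ssDNA | Reagent: Donor/quencher-labelled 47-bp dsDNA substrate | Doses: One concentration, 10 µM final | Times: 37 °C 15-min filament assembly, 30-min compound preincubation, 15-min exchange | Technique: Fluorescein emission 520 nm, excitation 485 nm | Benchmarks: Plate control and blank wells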
# Hck Nef HTS = inhibitors of Nef-activated human Hck kinase, primary screen, biochemical, Z-Lyte FRET, 384-well, Hck-YEEI; Tyrosine-protein kinase HCK (Homo sapiens), P08631; Recombinant Hck-YEEI plus Nef, Z-Lyte FRET kinase assay; inhibition, % at 20 µM; 220,000 compounds, 0.68% hits; AID 463187, 2010;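 active = Hck-Nef kinase inhibition above about 50%, limit read from the data; inactive = inhibition below that limit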;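 note: 0% = DMSO with Hck plus Nef and 100% = Hck alone without Nef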
# FXIIa inh 1536 = human FXIIa protease inhibitors, primary screen, biochemical, 1536-well; purified FXIIa, Boc-QGR-AMC fluorogenic substrate, 2 h; inhibition, % at 5 µM; 220,000 compounds, 0.3% hits; in the data active = inhibition above about 40%;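 note: 0% = enzyme with no compound and 100% = blank without enzyme; many of its hits are not listed in these tables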
# Target sequence (P00748 20-372 limits assumed): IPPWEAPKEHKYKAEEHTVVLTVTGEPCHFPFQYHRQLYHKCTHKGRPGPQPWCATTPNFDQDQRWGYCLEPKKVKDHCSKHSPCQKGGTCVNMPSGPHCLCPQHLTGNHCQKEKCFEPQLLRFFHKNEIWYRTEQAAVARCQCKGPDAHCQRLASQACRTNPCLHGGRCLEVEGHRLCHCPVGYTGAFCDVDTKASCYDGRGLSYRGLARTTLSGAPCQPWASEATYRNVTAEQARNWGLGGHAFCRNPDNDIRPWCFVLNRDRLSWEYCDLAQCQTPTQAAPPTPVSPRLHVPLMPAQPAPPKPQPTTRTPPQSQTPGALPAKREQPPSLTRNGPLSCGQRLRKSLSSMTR
# Target sequence (P00748 373-615 limits assumed): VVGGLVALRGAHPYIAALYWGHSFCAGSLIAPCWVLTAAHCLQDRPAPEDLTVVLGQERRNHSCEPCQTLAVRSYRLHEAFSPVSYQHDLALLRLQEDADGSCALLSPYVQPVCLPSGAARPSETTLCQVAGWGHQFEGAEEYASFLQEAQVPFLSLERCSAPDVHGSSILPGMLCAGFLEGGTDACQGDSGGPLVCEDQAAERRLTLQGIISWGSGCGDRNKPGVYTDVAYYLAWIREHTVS
# KLK5 inh = human KLK5 protease inhibitors, primary screen, biochemical, 1536-well; 210,000 compounds, 0.59% hits; Kallikrein-5 (Homo sapiens), Q9Y337; inhibition, % at 5 µM; recombinant hK5, fluorogenic AMC substrate cleavage;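 active = inhibition of 40% or more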;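 note: 0% = enzyme controls without compound and 100% = no-enzyme blanks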
# Target sequence (Q9Y337 67-293 limits assumed): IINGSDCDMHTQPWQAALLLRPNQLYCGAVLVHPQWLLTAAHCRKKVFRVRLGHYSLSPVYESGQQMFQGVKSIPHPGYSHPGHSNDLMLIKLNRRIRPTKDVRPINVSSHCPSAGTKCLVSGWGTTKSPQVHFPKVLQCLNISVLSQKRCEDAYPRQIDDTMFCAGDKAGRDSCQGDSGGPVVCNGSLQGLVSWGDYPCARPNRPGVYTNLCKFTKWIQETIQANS
# FXIa inh = human FXIa protease inhibitors, primary screen, biochemical, 1536-well; Coagulation factor XI (Homo sapiens), P03951; purified FXIa, Boc-Glu-Ala-Arg-AMC fluorogenic substrate; inhibition, % at 5 µM; 220,000 compounds, 0.14% hits; AID 798, 2007;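 active = inhibition of at least 40%; inactive = inhibition below 40%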;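 note: fluorescence of freed AMC excited at 355 nm; 0% = enzyme without compound and 100% = no enzyme blank; many of its hits are not listed in these tables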
# * = called active by the depositor; · = not tested or not shown. The list is partial; count on the stated rates, not on these rows.
SMILES,thrombin 1536,L929 necroptosis,Cl transport mod,TNF death inh,Rad51 HR inh,Hck Nef HTS,FXIIa inh 1536,KLK5 inh,FXIa inh
CCN(CC)c1ccc(NC(=O)COc2ccccc2C#N)cc1S(=O)(=O)Nc1ccc(OC)cc1,-7,0.5,0.77,2.7,-6,5,10,-8,4
CCOc1cc(CNc2ccc(N3CCN(C(C)=O)CC3)cc2)cc(Br)c1OC,2,·,-0.33,-0.2,·,11,20,-10,13
COc1cccc2cc(C(C)N(CCCN3CCOCC3)C(=O)Nc3ccc(Cl)cc3)oc12 (stereo unspecified),3,0.6,·,2.7,1,-3,16,-5,5
COc1ccc2c(c1)CC(=O)NC=C2,0,-0.3,-0.84,0.5,·,6,6,·,-1
CCN(CC)C(=O)C(C)N(C#N)c1nc(C)cc(C)n1 (stereo unspecified),-1,0.9,0.74,0.0,0,3,5,-7,9
COc1cccc(N(C(=O)Cn2nnc(-c3ccc(C)cc3)n2)C(C(=O)NC(C)(C)C)c2c[nH]c3ccccc23)c1 (stereo unspecified),2,0.4,·,-13,6,1,16,-17,1
O=C(O)c1ccccc1/C=N/NC(=O)C1CCCCC1,-2,0.7,0.69,3.7,·,27,1,-1,-3
COc1ccccc1C(=O)NC(=S)Nc1cc(C(=O)O)ccc1C,-5,1.1,-1.8,0.2,1,23,6,0,-2
Cc1noc(C)c1COC(=O)CCCNC(=O)c1ccc(Cl)cc1,3,1.4,-0.67,0.5,13,23,9,-18,1
Cc1ccc(NC(=O)c2ccco2)cc1NC(=O)CSc1nnc(-c2cccs2)n1C,-6,1.0,-0.025,1.3,3,-1,-1,-1,-9
CCOC(=O)c1ccc(CSc2nnc(N)s2)cc1,-7,0.0,·,-0.9,2,1,14,-3,-1
CCC(=Nc1ccccc1)C1=C(O)CCCC1=O,4,0.1,0.7,0.9,1,24,14,2,5
Cc1ccc(OCCn2c(Br)nc3c2c(=O)n(C)c(=O)n3C)cc1,4,0.1,1.1,-4.1,-1,-3,16,0,9
Cc1cccc(NC2=NCC(=O)N2CCc2ccccc2)c1,3,-0.2,-0.47,-0.9,1,1,14,-7,4
CCOC(=O)c1cc2c(nc1N)CC(C)(CC)OC2 (stereo unspecified),-5,-0.1,-0.026,0.6,0,2,2,-3,0
NS(=O)(=O)c1ccc(NC(=O)CSc2nnc(-c3cnccn3)n2-c2ccccc2)cc1,-2,0.3,1.1,-2.3,-2,-8,-9,3,-4
Cc1ccc(C(=O)OCn2nnc3ccccc3c2=O)cc1[N+](=O)[O-],-8,0.6,-0.019,0.0,1,25,9,4,2
COc1ccc(C(=O)NN(C)c2nc(-c3ccccc3)nnc2C(F)(F)F)cc1,0,0.0,·,-1.4,·,0,17,-1,0
Cc1ccccc1C(=O)NCCNc1ccc([N+](=O)[O-])cc1,-1,1.1,-0.26,-0.3,6,-3,-2,-25,-13
Cc1c(NC(=O)Cn2nc(C(F)(F)F)c3c2CCCC3)c(=O)n(-c2ccccc2)n1C,4,-0.3,·,-0.1,-3,2,23,-14,-1
CC(C)C(=O)NC(=S)N(Cc1ccccc1)Cc1ccccc1,-8,-0.3,42*,0.9,2,-2,-7,-8,-12
CCc1c(C)nc2ncnn2c1N1CCC(C(=O)Nc2ccc(C)cc2)CC1,-6,2.3,-2.7,-3.1,4,9,11,-9,1
CC1CCCC(C)N1c1nnc(N)s1 (stereo unspecified),9,·,0.06,0.3,·,-12,34,6,16
CC(=O)C1C(c2ccc(F)cc2)NC(=O)NC1(O)C(F)(F)F (stereo unspecified),3,0.0,-1.8,0.9,·,3,1,-15,-10
CCOCc1nnc(NC(=O)CSc2ccccc2)s1,1,0.2,·,2.5,9,0,16,-9,-2
SMILES,thrombin 1536,L929 necroptosis,Cl transport mod,TNF death inh,Rad51 HR inh,Hck Nef HTS,FXIIa inh 1536,KLK5 inh,FXIa inh
Cn1c(SCc2ccc(Cl)cc2)nnc1-c1ccc2nonc2c1,-3,0.7,-1.2,0.8,·,21,7,1,3
O=C1C=C(Nc2ccccc2)CC(c2ccccc2)C1 (stereo unspecified),-4,0.5,-1.3,-3.3,-20,16,8,3,6
C=CCOc1ccc(CNc2ccc3[nH]c(=O)[nH]c3c2)cc1OCC,1,0.9,-0.41,-0.5,·,30,6,-1,2
Cn1c(=O)n(/N=C/c2ccccc2)c2ccccc21,-3,1.1,-0.5,1.5,·,2,12,-22,7
COc1ccc(-n2ncc3c(=O)n(Cc4c(F)cccc4Cl)cnc32)cc1,-3,21,-0.17,0.7,5,17,9,1,3
CCOc1cc(/C=N/NC(=O)C(=O)Nc2cc(Cl)ccc2C)ccc1O,-6,4.7,-1,0.7,2,-1,·,-6,-4
CC(=O)c1cc2c(cc1NC(=O)c1ccccc1C)OCO2,-5,-3.7,0.73,-1.5,-9,15,9,-3,19
O=c1cc(CN2CCN(Cc3ccccc3)CC2)c2cc(Cl)ccc2o1,6,0.4,·,0.2,-5,-1,21,-9,2
CCn1cc(C(=O)N2CCN(C(=O)c3ccco3)CC2)c2cc(OC)c(OC)cc2c1=O,0,-0.3,-0.66,-0.5,7,1,4,8,7
CCSC1=N/C(=C\c2ccc(OC)cc2)C(=O)N1,1,2.6,-0.45,1.7,7,6,13,-2,9
CC(C)(C)NC(=O)C(c1ccccc1)N(Cc1ccco1)C(=O)c1csnn1 (stereo unspecified),-4,-0.3,0.0061,-4.3,-1,-6,19,-6,4
Cc1ccc(N(CC(=O)NC(C)(C)C)C(=O)CNC(=O)c2cccs2)c(C)c1,-8,-0.3,·,0.4,1,22,1,-1,-5
c1ccc(-c2nc3ccccc3c3nncn23)cc1,-2,4.8,·,0.5,·,3,3,1,-1
O=C(NCc1ccc(Cl)cc1)c1ccc(CSc2nc3ccncc3[nH]2)cc1,-1,0.5,-0.077,-3.1,2,21,11,-2,0
Cc1ccc(OCCNC(=O)c2cncc(Br)c2)cc1C,3,0.2,-0.73,6.8,2,-1,11,-12,1
Cc1ccc(NS(=O)(=O)c2cc(C(=O)N3CCOCC3)ccc2C)cc1C,0,0.2,-0.34,-1.0,-10,2,10,0,-3
C#CCOCCOCCOCCNc1nc(N2CCN(C(=O)[C@H](CCC(=O)O)n3cc(C(N)CC(C)C)nn3)CC2)nc(N2CCN(C(=O)[C@H](CCC(=O)O)n3cc(C(N)[C@H](C)CC)nn3)CC2)n1 (stereo partly specified),-3,-0.4,0.84,0.9,0,6,4,-2,-1
CCOC(=O)c1cc2sc(C)cc2n1CC(=O)Nc1ccc2c(c1)OCCO2,-5,0.0,·,-5.7,1,5,16,-6,6
CCCCNC(=O)n1c(=O)oc2ccc(Cl)cc21,2,0.3,-0.14,-0.4,2,-2,16,0,4
COc1cccc(-c2nnc(N(C)C(=O)C3CCOC3)s2)c1 (stereo unspecified),0,3.2,-0.33,0.9,5,6,6,4,1
CCOC(=O)N1CCN(C/C(C)=C/c2ccccc2)CC1,-3,-0.2,-1.8,0.2,·,-1,0,28,-9
CCc1ccc(/C=N/N2CCN(c3ccccn3)CC2)cc1,-5,1.9,-0.14,-0.3,-4,-9,7,-2,0
O=C(CSc1nc2nn(-c3ccccc3)c(=O)c-2c2n1CCCCC2)NCCCc1ccccc1,-23,-1.0,-1.5,1.3,-3,12,0,-9,-13
O=C(N/N=C/c1ccccc1O)C(=O)Nc1ccccn1,4,2.2,0.34,0.8,-5,18,10,-5,9
CCCOC(=O)c1ccc(Oc2cn[nH]c2-c2ccc(OCC(=O)NN)cc2O)cc1,13,-0.1,0.62,-2.7,-5,-1,30,41*,43*

# The closing 4 entries of the part before come first, to join the parts:
SMILES,thrombin 1536,L929 necroptosis,Cl transport mod,TNF death inh,Rad51 HR inh,Hck Nef HTS,FXIIa inh 1536,KLK5 inh,FXIa inh
CCc1ccc(/C=N/N2CCN(c3ccccn3)CC2)cc1,-5,1.9,-0.14,-0.3,-4,-9,7,-2,0
O=C(CSc1nc2nn(-c3ccccc3)c(=O)c-2c2n1CCCCC2)NCCCc1ccccc1,-23,-1.0,-1.5,1.3,-3,12,0,-9,-13
O=C(N/N=C/c1ccccc1O)C(=O)Nc1ccccn1,4,2.2,0.34,0.8,-5,18,10,-5,9
CCCOC(=O)c1ccc(Oc2cn[nH]c2-c2ccc(OCC(=O)NN)cc2O)cc1,13,-0.1,0.62,-2.7,-5,-1,30,41*,43*
Cc1nnc2c(-c3ccccc3)nc3ccccc3n12,45*,0.6,-0.018,-4.2,·,1,13,-11,3
COc1ccc2c(C)c(Cc3ccccc3)c(=O)oc2c1OC,-8,4.1,-1.6,-1.3,8,3,5,-2,-5
COC(=O)CSc1n[nH]c(-c2cccnc2)n1,2,0.3,0.46,-0.5,-3,2,15,-1,9
CCc1ccc(CC)c(S(=O)(=O)Nc2ccc(C(=O)O)c(O)c2)c1,18,-0.8,0.51,-2.4,4,7,5,-15,-3
O=C(COC(=O)CNC(=O)c1cccc([N+](=O)[O-])c1)NCc1ccco1,3,0.8,-0.41,-0.9,-9,1,17,20,3
O=C(Nc1cccn2ncnc12)c1ccc(Cl)cc1Cl,-3,-0.2,0.17,-2.6,4,0,9,-29,-3
COc1ccc(CN=Nc2cc(C)nc(NS(=O)(=O)c3ccccc3Cl)n2)cc1,·,2.9,-0.061,0.6,-4,14,5,-8,-1
Cc1ccc(S(=O)(=O)NC2=NCN(CCOC(=O)c3ccc([N+](=O)[O-])cc3)CN2)cc1,-2,0.1,·,0.2,-4,4,-4,2,-10
CCc1ccc(C(C(=O)NC2CCCC2)N(C(=O)/C=C/C(=O)Nc2cc(C)on2)c2ccccc2C)cc1 (stereo unspecified),-7,0.8,0.38,-2.5,1,1,7,-22,3
O=C1N/C(=N\N=C\c2cccnc2)SC1Cc1ccc(SC(F)F)cc1 (stereo unspecified),1,17,-1.1,-12,-1,7,12,-26,1
CCC(C)Nc1c2c(nc3c(-c4ccccc4)c(C)nn13)CCC2 (stereo unspecified),2,0.4,0.025,-0.3,0,0,13,-14,4
O=C(NC1CS(=O)(=O)CC1NCc1ccco1)c1ccccc1 (stereo unspecified),-6,0.3,-0.0058,-2.6,-5,1,0,-22,-4
CCOc1ccccc1NC(=O)C1CCN(S(=O)(=O)c2ccc(OC)c(OC)c2)CC1,-4,0.8,-0.54,0.0,4,6,-3,11,-1
Cc1c(C(=O)OC(C)C)sc(NC(=O)c2cccnc2)c1C#N,0,1.0,-0.67,-2.5,-12,1,6,-9,2
CC(C)Oc1ccc(C(=O)NC2=NCCS2)cc1,-13,10,0.024,3.5,32,21,6,4,-1
CCOC(=O)c1cnn(-c2nc(-c3ccccc3)cs2)c1C(F)(F)F,0,0.4,·,-0.6,11,2,6,-19,2
